Cathepsin G inh: inhibitors of human cathepsin G | 62,000 compounds, 0.2% hits | purified enzyme, AMC-tetrapeptide fluorescence, pooled mixtures | AID 581 | P08311 | inhibition, % at 5 µM (by protocol);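 active = inhibition above 20% in each of the two mixture wells holding the compound; inactive = inhibition of 20% or less in either well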;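 also: 0% = enzyme control without mixture and 100% = blank lacking enzyme; strong numbers were not always called active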
CatB mixtures: human cathepsin B inhibition by mixtures; Purified cathepsin B, AMC dipeptide fluorescence, compound mixtures; inhibition, %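 (ten-compound pools at 5 µM per compound and 50 µM total)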; 62,000 compounds, 0.06% hits; AID 488; in the data active = inhibition above about 22%, passing the limit was not always enough;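 also: 0% = enzyme without compound and 100% = no enzyme blank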
CatL inh: blocks human cathepsin L protease activity. P07711. purified cathepsin L, fluorogenic substrate, fluorescence. inhibition, %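 (tested at 10 µM)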. 58,000 compounds, 0.17% hits. AID 460; in the data active = inhibition above about 45%;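 also: 0% = enzyme with no compound and 100% = no enzyme blank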
Target sequence (P07711 114-288 limits assumed): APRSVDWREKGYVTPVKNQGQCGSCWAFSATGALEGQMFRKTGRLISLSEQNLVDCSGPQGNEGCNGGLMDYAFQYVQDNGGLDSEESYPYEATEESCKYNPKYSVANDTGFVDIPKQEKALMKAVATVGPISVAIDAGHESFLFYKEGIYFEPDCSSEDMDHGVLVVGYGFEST
Target sequence (P07711 292-333 limits assumed): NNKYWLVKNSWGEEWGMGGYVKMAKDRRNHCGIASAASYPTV
FXIIa inh mix: blocks human factor XIIa in pooled compound mixtures; 62,000 compounds, 0.2% hits; P00748; AID 684; purified FXIIa, fluorogenic substrate; inhibition, % at 5 µM;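 also: 0% = enzyme without compound and 100% = no enzyme blank; some results filed as inactive read as strong as hits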
CatS block: inhibitors of human cathepsin S. P25774. recombinant cathepsin S, AMC dipeptide fluorescence, pooled mixtures. inhibition, %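 (tested at 5 µM per compound within 10-compound mixtures)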. 62,000 compounds, 0.06% hits. AID 501; in the data active = inhibition above about 32%, passing the limit was not always enough;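 also: 0% = enzyme without compound and 100% = blank without enzyme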
FXIa inh mix: blocks human factor XIa in pooled compound mixtures. P03951. purified FXIa, fluorogenic substrate. inhibition, % at 5 µM. 62,000 compounds, 0.19% hits. AID 680;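 also: each value is inhibition by a whole ten-compound pool holding the compound; 0% = enzyme with no mixture and 100% = wells lacking enzyme; strong numbers were not always called active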
Target sequence (P03951 19-387 limits assumed): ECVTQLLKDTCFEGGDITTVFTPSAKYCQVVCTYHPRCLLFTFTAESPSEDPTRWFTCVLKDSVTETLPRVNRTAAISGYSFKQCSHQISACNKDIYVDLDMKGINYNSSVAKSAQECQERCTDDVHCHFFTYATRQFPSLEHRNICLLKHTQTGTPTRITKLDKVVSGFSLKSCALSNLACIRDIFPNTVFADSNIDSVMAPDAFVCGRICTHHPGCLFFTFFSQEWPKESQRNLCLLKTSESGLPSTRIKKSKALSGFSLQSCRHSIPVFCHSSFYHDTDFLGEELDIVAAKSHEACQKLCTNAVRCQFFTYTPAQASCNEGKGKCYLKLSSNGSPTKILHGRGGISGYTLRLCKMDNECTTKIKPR
Target sequence (P03951 388-625 limits assumed): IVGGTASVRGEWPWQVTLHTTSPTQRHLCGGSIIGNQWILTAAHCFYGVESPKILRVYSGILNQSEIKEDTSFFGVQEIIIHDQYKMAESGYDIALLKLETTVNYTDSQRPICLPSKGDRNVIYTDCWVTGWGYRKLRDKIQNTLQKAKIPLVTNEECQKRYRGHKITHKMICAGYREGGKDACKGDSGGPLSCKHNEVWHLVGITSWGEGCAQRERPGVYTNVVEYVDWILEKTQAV
AP complement: orthogonal test for alternative complement pathway inhibitors. 62,000 compounds, 0.08% hits. inhibition, % at 5 µM. Human serum alternative complement pathway, LPS-coated ELISA, C3 deposition; tested in compound mixtures;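 active = inhibition above 30% in each of the two pooled mixtures holding the compound, so the lower value exceeds 30%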;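 also: 0% = serum in Mg-EGTA without compound and 100% = EDTA serum blank; some compounds past the cut are filed as inactive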
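Test system: human serum complement alternative pathway, C3 deposition onto LPS / Medium: Mg2+-EGTA GVB++ buffer containing human serum at 1:15 dilution / Probe or stimulus: Plate-bound LPS / Times: 1 h at 37 °C / Signal: ELISA with HRP anti-human C3 antibody, TMB substrate, absorbance 450 nm / Measure: percent inhibition / Repeats: two pool placements per compound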
CatB block: human cathepsin B inhibition; 63,000 compounds, 0.1% hits; AID 453; P07858; inhibition, %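 (tested at 10 µM)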; purified cathepsin B, fluorogenic substrate, fluorescence; in the data active = inhibition above about 21%;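 also: 0% = enzyme with no compound and 100% = no enzyme blank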
C1s inh: human complement C1s inhibition; P09871; purified C1s, fluorogenic AMC substrate, pooled mixtures; mean inhibition % of two 10-compound mixtures (stronger effect = higher value), % at 5 µM (by protocol); 62,000 compounds, 0.16% hits; AID 538;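 active = inhibition above 20% in each of the two 10-compound mixture wells holding the compound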;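 also: 0% = enzyme wells lacking compound mixture and 100% = no-enzyme blank wells; some compounds called inactive have numbers as strong as hits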
Active calls of the source: *; / = no result given. Rule as the data show it, unless noted: active = inhibition above about 20% (passing the limit was not always enough); inactive = the rest. Not all compounds are listed; rates above refer to the full screens.

SMILES	Cathepsin G inh	CatB mixtures	CatL inh	FXIIa inh mix	CatS block	FXIa inh mix	AP complement	CatB block	C1s inh
CCOC(=O)c1snc(-c2ccc(F)cc2)c1N	5	-2	-1	1	-2	10	-17	3	4
Cc1cc(C)n(-c2ccc(C(=O)C(C#N)c3nc4ccccc4n3C)cc2)n1 (centres undefined)	2	7	12	8	13	7	4	4	0
CCOC(=O)c1ccc(NC(=O)CSc2nnc(-c3ccncc3)n2C)cc1	9	4	-9	8	-3	10	19	2	19
Cn1ccnc1-c1nc2ccccc2[nH]c1=O	-6	3	-3	8	-1	6	-2	3	-21
CN(C)c1ccc(CNn2cnnc2SCc2ccc(F)cc2)cc1	-29	-12	16	-2	-9	-34	-11	8	-76
Cc1cccn2cc(-c3ccc(F)cc3)nc12	0	36	-4	3	-3	36	-2	-1	-10
O=C(CN1CCN(S(=O)(=O)c2ccc(Cl)cc2)CC1)Nc1ccc2c(c1)OCO2	-1	0	-2	-16	15	5	13	1	-20
Cc1csc2nc(CNC(=O)C3CC=CCC3C(=O)O)cn12 (centres undefined)	13	0	3	5	11	3	8	1	7
Cn1cccc1Cc1nnc(SCC(=O)NCc2ccco2)n1-c1ccc(F)cc1	1	0	6	-14	1	-2	2	-3	-8
Cc1noc(NS(=O)(=O)c2ccc(NC(=O)COc3ccc(Cl)cc3Cl)cc2)c1C	4	-2	3	1	9	13	8	0	2
COc1ccccc1NC(=O)Cn1nnc(C(=O)Nc2ccccc2)c1N	-2	4	/	-11	-6	-1	17	0	-43
N#Cc1nc(Cc2cccc3ccccc23)oc1NCc1ccc(F)cc1	4	-3	21	2	6	-11	-2	9	-53

Some of the entries so far, in markdown.
| canonical_smiles | Cathepsin G inh | CatB mixtures | CatL inh | FXIIa inh mix | CatS block | FXIa inh mix | AP complement | CatB block | C1s inh |
| --- | --- | --- | --- | --- | --- | --- | --- | --- | --- |
| Cn1ccnc1-c1nc2ccccc2[nH]c1=O | -6 | 3 | -3 | 8 | -1 | 6 | -2 | 3 | -21 |
| COc1ccccc1NC(=O)Cn1nnc(C(=O)Nc2ccccc2)c1N | -2 | 4 | / | -11 | -6 | -1 | 17 | 0 | -43 |
| Cc1noc(NS(=O)(=O)c2ccc(NC(=O)COc3ccc(Cl)cc3Cl)cc2)c1C | 4 | -2 | 3 | 1 | 9 | 13 | 8 | 0 | 2 |
| Cc1cc(C)n(-c2ccc(C(=O)C(C#N)c3nc4ccccc4n3C)cc2)n1 (centres undefined) | 2 | 7 | 12 | 8 | 13 | 7 | 4 | 4 | 0 |

Additional entries.
SMILES	Cathepsin G inh	CatB mixtures	CatL inh	FXIIa inh mix	CatS block	FXIa inh mix	AP complement	CatB block	C1s inh
CCCCn1c(NCCC)nc2c1c(=O)[nH]c(=O)n2C	2	3	1	-1	17	0	8	-2	-71
CC(=O)N1CCN(c2ccc(NCc3ccc(C)cc3)cc2)CC1	-9	-7	-3	3	-19	-18	17	4	-103
O=C1CN(C(=O)c2ccc(Br)o2)C(c2ccc(F)cc2)c2cc(Cl)ccc2N1 (centres undefined)	11	0	9	-13	6	1	-3	7	12
COC(=O)c1cn(-c2ccccc2)nc1-c1cccnc1	9	4	-10	7	-9	7	11	1	5
COc1ccc(OC)c(NC(=O)c2nnn(Cc3ccc(Br)cc3F)c2N)c1	0	2	12	0	-8	-1	10	2	-3
C=CCn1c(Cc2nc3ccccc3[nH]2)n[nH]c1=S	-6	3	12	6	3	-1	5	-4	-23
CCC(C)(C)n1nnnc1CN1CCSCC1	5	-1	/	0	7	-3	9	/	-31
CC1(C)CC2CC(C)(CN2C(=O)COC(=O)c2ccc(Cl)cc2N)C1 (centres undefined)	-3	2	-8	1	2	5	8	3	-11
Cc1ccc(OCC(=O)N2CCN(C3=NS(=O)(=O)c4ccccc43)CC2)cc1	6	3	-5	-15	-4	-1	13	11	2
O=c1c2[nH]c3ccc(F)cc3c2ncn1CCN1CCOCC1	40	0	/	-7	3	31	15	/	44
CCc1nnc(NC(=O)CN2CCC(O)(c3ccccc3OC)CC2)s1	18	-3	-17	0	17	1	26	7	6
CC(C)(C)N=C1SCC(C)(/C=N/O)S1 (centres undefined)	9	3	9	-18	-12	6	6	2	13
O=C(CSc1nnnn1-c1ccccc1)Nc1nc(-c2ccccc2)ns1	8	6	7	13	15	1	9	5	3
O=C(COC(=O)CCC(=O)c1ccc2c(c1)OCCO2)NCc1ccc2c(c1)OCO2	-1	1	6	1	-5	1	2	0	-1
Cc1ccc(-n2ncc3c(=O)n(-c4ccc(C)c(C)c4)c(C)nc32)cc1	1	7	1	-29	-1	10	17	-4	4
N#Cc1c2c(nc(N)c1-c1ccccc1)CCCCC2	-2	4	-2	-3	2	8	11	-5	1
O=S1(=O)CCC(SCc2nc3sccn3c2Br)C1 (centres undefined)	-2	4	-6	-15	-7	8	13	-6	6
COc1ccc(-n2c(=O)cc(N3CCOCC3)[nH]c2=O)cc1	-4	12	-3	-17	-1	24	14	2	-2
CC(C)NCC(O)COCc1ccc(Cl)cc1 (centres undefined)	-10	-6	-8	3	-14	-14	8	3	-151
Cc1ccc(-c2nc(CSCC(=O)N3CCN(C(=O)c4ccco4)CC3)c(C)o2)cc1	-8	-3	/	-15	37	4	-3	6	19
Cn1c2c(c(=O)n(C)c1=O)C(CC(=O)Nc1ccccc1)C(=O)N2 (centres undefined)	4	7	-4	4	6	11	13	-5	6
Cc1ccc(S(=O)(=O)Cn2nnnc2C(c2ccc(F)cc2)N2CCC(C(N)=O)CC2)cc1 (centres undefined)	9	3	-9	-15	-1	7	8	0	13
COc1ccc(N2C3=[N+](CCCC3)CC2(C)O)cc1 (centres undefined)	-1	0	4	4	-3	4	10	1	4
C=CCn1c(SCC(=O)Nc2cccc(OC)c2)nnc1-c1cccnc1	-1	5	14	12	-9	4	8	0	-4

Part of the list above in order of count of non-hydrogen atoms, smallest number first.
SMILES	Cathepsin G inh	CatB mixtures	CatL inh	FXIIa inh mix	CatS block	FXIa inh mix	AP complement	CatB block	C1s inh
N#Cc1c2c(nc(N)c1-c1ccccc1)CCCCC2	-2	4	-2	-3	2	8	11	-5	1
Cn1c2c(c(=O)n(C)c1=O)C(CC(=O)Nc1ccccc1)C(=O)N2 (centres undefined)	4	7	-4	4	6	11	13	-5	6
O=C(COC(=O)CCC(=O)c1ccc2c(c1)OCCO2)NCc1ccc2c(c1)OCO2	-1	1	6	1	-5	1	2	0	-1

Additional records
SMILES	Cathepsin G inh	CatB mixtures	CatL inh	FXIIa inh mix	CatS block	FXIa inh mix	AP complement	CatB block	C1s inh
Cc1nnc(NCCc2ccccc2)[nH]c1=O	1	-1	5	1	13	6	16	-5	-22
CCCc1c(O)nc(SCC(=O)NCCc2ccc(OC)c(OC)c2)[nH]c1=O	10	6	-5	1	-8	6	7	2	12
COc1cc(-c2nnc(SCc3ccccc3Cl)o2)cc(OC)c1OC	30	-1	23	-20	8	1	9	3	18
CC(C)(C)NC(=O)C1CCN(S(=O)(=O)c2ccc(Br)cc2)CC1	9	4	-6	-1	6	1	12	-1	9
Cc1cccc(OCc2nnc(SCC(=O)Nc3cc(C)on3)n2C)c1	-16	0	3	-2	-2	0	-21	-1	-34
O=S(=O)(NC1CCCCC1)c1ccc(Cl)s1	9	3	12	3	3	2	8	6	12
COc1ccc(S(=O)(=O)NC2CC3CCC2C3)cc1Cl (centres undefined)	9	4	-3	12	1	7	14	1	-2
CCOc1ccc(-c2[nH]ncc2Oc2ccccc2OCC)c(O)c1	2	-4	20	15	-3	-1	-1	14	-30
O=C(C1CCC1)N1CCC(c2nc3c(nnn3Cc3c(F)cccc3Cl)c(=O)[nH]2)CC1	-5	2	23	0	7	-1	0	2	8
N#Cc1c(SCC(N)=O)nsc1SCc1ccccc1Cl	-1	-2	10	6	-9	5	-3	-3	2
O=C(CCN1CCCCC1)NCC1OCCc2ccccc21 (centres undefined)	9	3	0	8	6	5	8	3	-3
Cc1onc(-c2ccccc2Cl)c1C(=O)OCC(=O)Nc1ccc2c(c1)OCO2	-3	2	1	2	17	1	-4	5	6
COc1ccc(NS(=O)(=O)c2cc(C(=O)O)ccc2C)cc1	10	5	8	-20	8	2	1	3	18
COc1cccc(CNC(=O)Cn2cc3c(n2)CCCC3)c1	7	4	-2	6	-5	3	18	3	43
COC(=O)c1cn(CC(=O)NC2CCCCC2)c2ccccc12	-1	2	-7	8	2	1	18	-7	-1
CC(=O)Nc1ccc2c(c1)nc(CCN1CCOCC1)n2C	15	2	28	5	3	17	-15	3	10
COC(=O)CSc1nc2ccccc2o1	7	2	-10	2	-6	1	11	7	5
CCCCC(CC)C(=O)Nc1ccccc1C(=O)NC(C)C (centres undefined)	-1	-1	-1	4	14	-7	-8	5	-62
Cc1cc(C)nc(N2CCC(C(=O)Nc3ccc4c(c3)OCO4)CC2)n1	0	7	-6	-24	-1	4	8	-4	-1

Screening results from PubChem BioAssay.
